# GAA glycogen: qHTS Assay for Inhibitors and Activators of Human alpha-Glucosidase Cleavage of Glycogen | Potency, µM (series often up to 76.4 µM), for inactives: at the highest dose activity change, negative = inhibition, hits mostly inhibitors | 0.38% of 300,000 active | recombinant GAA, glycogen substrate, Amplex Red glucose oxidase fluorescence | Lysosomal alpha-glucosidase (Homo sapiens), P10253;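 also: 0% = full enzyme reaction and -100% = no-enzyme basal signal; the screen sought inhibitors and activators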
#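 Recombinant human enzyme (4 nM); glycogen substrate; 37 C, 40 min, pH 5.0. Readout: coupled glucose oxidase/Amplex Red fluorescence.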
# GAA inhib: qHTS Assay for Inhibitors of Human alpha-Glucosidase as a Potential Chaperone Treatment of Pompe Disease. Lysosomal alpha-glucosidase (Homo sapiens), P10253. purified human GAA, 4-MU-alpha-glucoside fluorescence. Potency, µM (highest dose often 76.9 µM), for the others: at the highest dose activity change, negative = inhibition, actives largely listed as inhibitors. 0.005% of 200,000 active. AID 1466, 2008;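 also: plate controls were uninhibited enzyme wells for no effect and no-enzyme background for full effect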
#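 AC50 values come from Hill fits of compound titrations (up to 77 uM) against 4 nM human enzyme. Substrate 4-methylumbelliferyl-alpha-D-pyranoside at 400 uM, pH 5.0 citrate buffer, 20 min room temperature; fluorescence Ex 365/Em 440 after alkaline stop.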
# GAA spleen mod: qHTS Assay for Inhibitors and Activators of Human alpha-Glucosidase From Spleen Homogenate; Lysosomal alpha-glucosidase (Homo sapiens), P10253; human spleen homogenate, 4-MU-alpha-glucoside fluorescence; Potency, µM (highest dose often 79.9 µM), inactives show at the highest dose activity change, negative = inhibition, actives largely listed as inhibitors; 0.006% of 240,000 active; AID 2112, 2009;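 also: 0% = enzyme with vehicle and -100% = no enzyme basal signal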
#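 Compounds were titrated against alpha-glucosidase in spleen homogenate at pH 5.0, with 1 mM 4-methylumbelliferyl substrate for 40 min at 37 C. Reactions were quenched with pH 10 NaOH/glycine and fluorescence measured.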
# GoLoco inh red: qHTS Assay for Inhibitors of RGS12 GoLoco Motif Activity (Red Fluorophore); Guanine nucleotide-binding protein G(i) subunit alpha-1 (Homo sapiens), P63096; Gai1:RGS12 GoLoco peptide FP, rhodamine, 10 min; 0.44% of 230,000 active; AID 880, 2007; Potency, µM (titrated, usually from 61.6 µM), inactives show top-dose activity, negative = inhibition, most hits filed as inhibitors; active = well fitted inhibition curve with a large enough effect, not every such curve was filed as active; inactive = no such curve, though single readings can be large or run the other way; also: % is scaled to controls: 0 for no effect and ±100 for the full control effect; nearly all actives have a fitted effect of over 30% in size; many of its hits are not listed in these tables
# Target sequence (P63096 whole entry, looked up): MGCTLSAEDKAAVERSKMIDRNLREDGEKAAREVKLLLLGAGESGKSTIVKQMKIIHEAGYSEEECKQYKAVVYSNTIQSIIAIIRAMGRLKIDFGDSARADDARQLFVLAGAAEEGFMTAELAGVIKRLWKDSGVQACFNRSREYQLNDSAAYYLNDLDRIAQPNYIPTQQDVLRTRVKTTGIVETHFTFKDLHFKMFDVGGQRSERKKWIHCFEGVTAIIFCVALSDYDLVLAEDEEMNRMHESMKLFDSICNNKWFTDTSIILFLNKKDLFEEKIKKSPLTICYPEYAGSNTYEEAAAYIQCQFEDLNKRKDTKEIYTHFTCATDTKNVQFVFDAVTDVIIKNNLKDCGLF
# IMPase Li cell: qHTS Assay for Identifying the Cell-Membrane Permeable IMPase Inhibitors: Potentiation with Lithium; CHO-M1 cells, IP1 TR-FRET (IP-One), carbachol + lithium; Potency, µM (highest dose often 59.4 µM), for the others: top-dose activity, negative = IMPase inhibition, hits mostly inhibitors; 0.35% of 210,000 active;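 also: IP1 builds up when IMPase is blocked and the TR-FRET signal falls; plate controls were basal vehicle for no effect and high inhibitor control for full effect; nearly all actives have a fitted effect of over 50% in size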
#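 Lithium-sensitised IP1 accumulation assay; M1-expressing CHO cells treated 30 min at 37C with compound. Competitive antibody detection by time-resolved FRET followed a 10 min room-temperature lysis step.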
# HttQ103 aggreg: qHTS Multiplex Assay to Identify Dual Action Probes in a Cell Model of Huntington: Aggregate Formation (GFP). Potency, µM (series often up to 46.1 µM), for the others: top-dose activity change, negative = inhibition, most hits filed as inhibitors. PC12 HttQ103-GFP aggregates, Acumen cytometry, 40 h. 1.1% of 220,000 active; also: % is scaled to controls: 0 for no effect and ±100 for the full control effect; nearly all actives have a fitted effect of over 60% in size
#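 Multiplexed with ATP-based cell death, this channel scores GFP aggregates in PC12 cells expressing inducible HTTex1-Q103-GFP. Induction used 100 nM tebufenozide; compounds were tested in concentration series.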
# HTT cytoprotect: qHTS Multiplex Assay to Identify Dual Action Probes in a Cell Model of Huntington: Cytoprotection (ATP); PC12 HTT-Q103 induced, cytoprotection, ATP luminescence, 40 h; Potency, µM (top dose mostly 56.4 µM), for the others: cytoprotection (ATP increase), most hits filed as activators; 0.14% of 230,000 active;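 also: % of control where 0% means no effect; nearly all actives have a fitted effect of over 45% in size; toxic huntingtin expression switched on by the ecdysone agonist tebufenozide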
#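 Readout: ATPlite luminescence (ATP level). Model: stable PC12, inducible Htt exon1 Q103-GFP. Inducer: tebufenozide, 100 nM final. Compounds: dose series. No G418 in medium.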
# * hit, by the source's call; ? = inconclusive; . = not tested or not shown; [ ] = dose if it differs, or a comment. Unless noted, calls follow the shape of the dose curve; as a rule, active = well fitted curve in the direction sought with a large enough effect; inconclusive = small, poorly fitted or top-dose-only effect, or another doubt; inactive = no such curve, though single readings can be large; an effect the other way counts as inactive or inconclusive. Potency is read from the fitted curve at half-maximal effect.
Molecule	GAA glycogen	GAA inhib	GAA spleen mod	GoLoco inh red	IMPase Li cell	HttQ103 aggreg	HTT cytoprotect
COC(=O)c1ccc(COc2cc(O)c3c(c2)OC(C)(C)CC3=O)cc1	-12%	-12%	-11%	9%	4%[38.3 µM]	-7%	-35%
Cc1nnc(SCc2ccc(F)cc2Cl)s1	3%	-1%	-3%	6%	5%[38.3 µM]	18%	2%
COc1ccc(N2CC(C(=O)Nc3cc(C)ccn3)CC2=O)cc1 (centres undefined)	5%	.	-10%	11%	.	-7%[9.22 µM]	10%[10 µM]
C=C(C(=O)O)C(CCCCCC)C(=O)O (centres undefined)	0%	.	1%	3%	1%	-12%[9.22 µM]	-2%[10 µM]
CCOC(=O)c1ccc(NC(=S)N2CCSC2c2ccc(Cl)cc2)cc1 (centres undefined)	-2%	?	-11%	10%	4%	4%	8%[10 µM]
Cc1c(NC(=O)CN2C(=O)NC(C)(c3ccccc3Cl)C2=O)c(=O)n(-c2ccccc2)n1C (centres undefined)	8%	0%	-5%	-3%	-10%	?	-1%[1.9 µM]
COc1ccc(/C=N/NC(=O)c2nn(-c3ccc(Cl)cc3)c(=O)c3c(N)scc23)cc1	-10%	-5%	2%	34%[activator]	27%[38.3 µM]	8%	-36%
CCNc1oc(COc2cccc(C)c2)nc1C#N	-12%	-5%	4%	2%	-3%[38.3 µM]	-12%	-19%[10 µM]
Cc1ccc(Cn2nnc3c(=O)[nH]c(C4CCN(C(=O)Cc5cccs5)CC4)nc32)cc1	2%	-8%	-3%	6%	4%[38.3 µM]	25%	9%[10 µM]
COc1ccc(NC(=O)C(C)SCc2ccccc2)cc1 (centres undefined)	-6%	-5%	5%	8%	-2%	10%[9.22 µM]	7%[10 µM]
CN(C)c1ccc(NC(=O)CN2CCC(N3CCCCC3)CC2)cc1	15%	0%	-24%	4%	3%[38.3 µM]	-3%	-29%
COc1ccc(C2=Nc3cccc4cccc(c34)N2)cc1	?	10%	2%	-21%	11%[38.3 µM]	9%	-17%
CC(C)CCNC(=O)/C=C/c1ccc(Br)cc1	3%	-1%	0%	8%	3%	-12%	15%[10 µM]
Cc1c(-c2ccc(F)cc2)nc(N)c(C#N)c1-c1cccnc1	6%	.	0%	1%	.	12%[9.22 µM]	5%[10 µM]
CC(C)(C)NC(=O)CN(C(=O)c1csnn1)c1cccc2c1CCCC2	-6%	2%	0%	3%	-9%	-4%	-1%[10 µM]

# Some entries already given with just HTT cytoprotect, GAA inhib and HttQ103 aggreg.
mol | HTT cytoprotect | GAA inhib | HttQ103 aggreg
CN(C)c1ccc(NC(=O)CN2CCC(N3CCCCC3)CC2)cc1 | -29% | 0% | -3%
COc1ccc(C2=Nc3cccc4cccc(c34)N2)cc1 | -17% | 10% | 9%

# Following part
Molecule	GAA glycogen	GAA inhib	GAA spleen mod	GoLoco inh red	IMPase Li cell	HttQ103 aggreg	HTT cytoprotect
COc1ccc(-c2[nH]ncc2CN2CCC(C(=O)N3CCOCC3)CC2)c(F)c1	-3%	-4%	-5%	-7%	-2%	19%[9.22 µM]	18%[10 µM]
Cc1ccc(OCC(=O)N/N=C\c2ccncc2)c(C)c1	5%	2%	-11%	1%	0%	-4%	11%[10 µM]
CCn1nc(C)c(CNCc2cn[nH]c2-c2cc3ccccc3o2)c1C	4%	.	0%	-6%	.	-14%[9.22 µM]	-8%[10 µM]
COc1ccc(CN2CCN(CCc3ccccc3)C(CCO)C2)c(O)c1 (centres undefined)	10%	?	-2%	19%	17%	-3%[9.22 µM]	-13%[10 µM]
Cc1ccc(CNc2nc(N)c([N+](=O)[O-])c(NCc3ccccc3)n2)cc1	-3%	1%	3%	8%	-4%	5%	.
C#CC(C)(CC)NC(=O)Cn1nnc(-c2ccc(S(C)(=O)=O)cc2)n1 (centres undefined)	4%	1%	-1%	7%	-3%[38.3 µM]	-1%	-35%
NS(=O)(=O)c1ccc(NC(=O)COC(=O)Cc2ccc(Cl)cc2)cc1	5%	.	3%	10%	.	4%[9.22 µM]	13%[10 µM]
CCOCCc1nnc(NC(=O)c2ccc(OC)c(OC)c2)s1	-1%	0%	0%	4%	-7%[38.3 µM]	2%	-19%[0.074 µM]
CC1CC(=O)Nc2ccccc2N1S(=O)(=O)c1cccs1 (centres undefined)	-2%	-6%	1%	6%	.	3%[9.22 µM]	-16%[10 µM]
O=C(O)c1cccc(CSc2ncccn2)c1	-1%	1%	-7%	-3%	20%[38.3 µM]	-20%	4%[0.074 µM]
C/C(=N\NC(=O)c1ccc(NS(=O)(=O)c2cccs2)cc1)c1ccc2c(c1)OCO2	-5%	1%	-8%	3%	4%	12%	-35%[inhibitor]
CN(C)C(=O)NC1C=CS(=O)(=O)C1 (centres undefined)	5%	1%	6%	3%	2%	17%	11%[10 µM]
O=C(OCCOCCO)c1ccccc1Nc1cccc(C(F)(F)F)c1	.	.	-3%[29.1 µM]	-2%[21.6 µM]	19%	-19%[20.6 µM]	-1%[40.3 µM]
CCCCNc1ncnc2c1cnn2-c1ccc(C)cc1C	-4%	-8%	-5%	3%	28%[38.3 µM]	-19%	-5%
O=C1c2ccccc2S(=O)(=O)N1CC1CC(c2ccccc2)=NO1 (centres undefined)	6%	2%	-5%	7%	-6%[38.3 µM]	-6%	-20%

# (continued)
Molecule	GAA glycogen	GAA inhib	GAA spleen mod	GoLoco inh red	IMPase Li cell	HttQ103 aggreg	HTT cytoprotect
COc1ccc(/C=C2/CCOC2=O)cc1	1%	14%	-18%	-2%	?	-4%	13%[10 µM]
C=CC(O)(C#CCN(CC)CC)c1ccccc1 (centres undefined)	4%	-2%	-1%	2%	33%[38.3 µM]	2%	17%
Cc1ccc(C2(c3noc(CN(C)CC4COCCO4)n3)CCCC2)cc1 (centres undefined)	-1%	.	4%	-15%	10%	-7%[9.22 µM]	3%[10 µM]
CCOc1ccc(NC(=O)CN2CCC(n3cnc4cc(F)ccc43)CC2)cc1	-8%	4%	-2%	16%	15%	5%	-26%
COCCn1c(SCc2nc3sc(C(=O)OC)c(C)c3c(=O)[nH]2)nc2ccccc21	3%	-5%	-2%	80%[activator]	15%[38.3 µM]	1%	-15%
COc1ccc(C2=NOC(C(=O)Nc3ccc(C)cc3)C2)cc1OC (centres undefined)	4%	-7%	1%	6%	15%[38.3 µM]	-30%	8%[10 µM]
Cn1cc(CCNC(=O)CCc2nnc(CCCCc3ccccc3)o2)cn1	-5%	11%	4%	9%	-6%	9%[9.22 µM]	8%[10 µM]
CCC(COC(=O)Nc1cccc(C)c1)NC(=O)OCC(C)C (centres undefined)	27%	-10%	6%	-6%	5%[38.3 µM]	10µM*	-35%
CCOc1ccc(NS(=O)(=O)c2ccc3ncsc3c2)cc1	-4%	.	8%	5%	15%	-9%[9.22 µM]	16%[10 µM]
CCCCOc1ccc(C(=O)N2CCCC2)cc1	1%	-3%	-5%	4%	12%[38.3 µM]	-23%	-9%
CCc1ccccc1NC(=O)COc1ccc2c(c1)OCO2	-24%	5%	-6%	-3%	15%	11%	5%[10 µM]
COc1ccccc1NC(=O)CSc1nnc(COc2ccccc2OC)n1C	11%	11%	1%	12%	5%	.	.

# Structures shown so far that contain a halogen:
Molecule	GAA glycogen	GAA inhib	GAA spleen mod	GoLoco inh red	IMPase Li cell	HttQ103 aggreg	HTT cytoprotect
Cc1nnc(SCc2ccc(F)cc2Cl)s1	3%	-1%	-3%	6%	5%[38.3 µM]	18%	2%
CCOC(=O)c1ccc(NC(=S)N2CCSC2c2ccc(Cl)cc2)cc1 (centres undefined)	-2%	?	-11%	10%	4%	4%	8%[10 µM]
Cc1c(NC(=O)CN2C(=O)NC(C)(c3ccccc3Cl)C2=O)c(=O)n(-c2ccccc2)n1C (centres undefined)	8%	0%	-5%	-3%	-10%	?	-1%[1.9 µM]
COc1ccc(/C=N/NC(=O)c2nn(-c3ccc(Cl)cc3)c(=O)c3c(N)scc23)cc1	-10%	-5%	2%	34%[activator]	27%[38.3 µM]	8%	-36%
CC(C)CCNC(=O)/C=C/c1ccc(Br)cc1	3%	-1%	0%	8%	3%	-12%	15%[10 µM]
Cc1c(-c2ccc(F)cc2)nc(N)c(C#N)c1-c1cccnc1	6%	.	0%	1%	.	12%[9.22 µM]	5%[10 µM]
COc1ccc(-c2[nH]ncc2CN2CCC(C(=O)N3CCOCC3)CC2)c(F)c1	-3%	-4%	-5%	-7%	-2%	19%[9.22 µM]	18%[10 µM]
NS(=O)(=O)c1ccc(NC(=O)COC(=O)Cc2ccc(Cl)cc2)cc1	5%	.	3%	10%	.	4%[9.22 µM]	13%[10 µM]
O=C(OCCOCCO)c1ccccc1Nc1cccc(C(F)(F)F)c1	.	.	-3%[29.1 µM]	-2%[21.6 µM]	19%	-19%[20.6 µM]	-1%[40.3 µM]
CCOc1ccc(NC(=O)CN2CCC(n3cnc4cc(F)ccc43)CC2)cc1	-8%	4%	-2%	16%	15%	5%	-26%

# Assay outcomes as filed in PubChem BioAssay.

# This is a subset. The share of hits here may be higher or lower than overall.
